Assay outcomes as filed in PubChem.
PGC1a acetyl inh – lowers PGC1a acetylation signal in U2OS cells | AlphaScreen anti-acetyl-lysine; with virally co-expressed GCN5 acetyltransferase | inhibition, % at 15.6 µM | 350,000 tested, 0.17% active;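 active = every replicate shows inhibition of at least 40%; inconclusive = mean inhibition at least 40% but some replicate below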;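 also: 0% = neutral control wells and 100% = positive control wells; some results beyond the cut were filed as inactive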
ERAP1 HTS inh – inhibitors of human ERAP1 aminopeptidase; Q9NZ08; recombinant ERAP1, Leu-AMC fluorescence, 60 min; inhibition, % at 10.7 µM; 340,000 tested, 0.15% active; AID 652197;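 active = mean replicate inhibition of at least 30%, or all replicates individually reaching that 30% level; inactive = mean below 30% and not every replicate reaching it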;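 also: 0% = neutral control wells and 100% = L-leucinethiol positive control wells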
miR-122 sensor – miR-122 inhibition in Huh7 cells; Huh7 miR-122 Renilla luciferase sensor, 48 h; neutral wells = 0, positive control = 100; 340,000 tested, 0.3% active; activation (reporter increase), % at 12.5 µM; AID 602342;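 active = mean replicate activation score at least 90 and every replicate individually at or above 90; inconclusive = only one of the two criteria met; inactive = neither criterion met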;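 also: higher luciferase means less miR-122 activity so hits act as miR-122 inhibitors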
E-selectin induc – E-selectin induction on HUVECs; 260,000 tested, 0.37% active; P16581; HUVEC E-selectin immunofluorescence imaging; normalized: neutral wells 0, TNF-alpha wells 100; activation, % at 7.58 µM;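 active = mean E-selectin-positive cell signal at least 10% of the positive control, reached in at least 60% of replicates, without over 20% cell loss; inconclusive = no rule given, readout overlaps actives, possibly toxicity-flagged; inactive = the rest, including those meeting only one limit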;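 also: in these data hits start at about 27%; measured in HUVEC primary endothelial cells; signal is the percent of cells scored E-selectin positive by PE staining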
Target sequence (P16581 whole entry, looked up): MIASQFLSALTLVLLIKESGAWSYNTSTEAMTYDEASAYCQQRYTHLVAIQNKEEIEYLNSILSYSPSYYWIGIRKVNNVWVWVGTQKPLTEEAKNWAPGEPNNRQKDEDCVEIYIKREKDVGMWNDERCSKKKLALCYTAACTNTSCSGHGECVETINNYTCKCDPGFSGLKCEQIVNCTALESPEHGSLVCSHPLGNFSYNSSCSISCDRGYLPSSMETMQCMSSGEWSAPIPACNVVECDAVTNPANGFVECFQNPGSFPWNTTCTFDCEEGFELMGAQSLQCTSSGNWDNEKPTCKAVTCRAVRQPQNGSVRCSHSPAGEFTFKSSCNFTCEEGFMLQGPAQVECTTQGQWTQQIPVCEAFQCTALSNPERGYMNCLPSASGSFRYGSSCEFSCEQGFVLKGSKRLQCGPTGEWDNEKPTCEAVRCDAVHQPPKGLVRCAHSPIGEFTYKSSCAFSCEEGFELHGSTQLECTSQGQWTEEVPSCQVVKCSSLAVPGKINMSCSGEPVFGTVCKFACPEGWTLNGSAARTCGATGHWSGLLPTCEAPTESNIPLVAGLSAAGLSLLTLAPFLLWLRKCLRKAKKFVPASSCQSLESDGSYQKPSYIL
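System: HUVEC / Compound: single concentration / Signal: immunofluorescence imaging / Read-out: percent E-selectin-positive cells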
Cneo AK release – causes C. neoformans cell lysis | adenylate kinase release luminescence, 4 h; normalised: neutral wells 0, clomiphene wells 100 | lysis activity, % at 15 µM | 360,000 tested, 0.2% active | AID 651654;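 active = mean lysis activity across replicates of at least 80%, whatever share of replicates individually reach that level; inactive = mean lysis activity below 80%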
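Signal: Adenylate kinase release luminescence | Assay system: Log-phase Cryptococcus neoformans yeast cells | Input: Cells at 5 × 10^6 per mL | Buffer or medium: Fresh YPD growth medium | Compound: Single dose | Schedule: Static 4 h at 37 °C with compound, 1 h detection | Controls: Clomiphene | Read-out: Luminescence rise reflecting yeast cell lysis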
RAD54 inh – inhibitors of human RAD54 branch migration | 360,000 tested, 0.14% active | inhibition, % at 10.4 µM | Q92698 | RAD54 Holliday junction branch migration, FAM/BHQ fluorescence | AID 602329;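 active = mean normalized replicate activity at least 40 and at least half of replicates scoring 40 or more; inconclusive = only one of the two criteria met; inactive = mean below 40 and under half of replicates reaching 40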;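 also: 0% = median of neutral control wells and 100% = median of positive control wells; inhibitors cause a drop in the FAM fluorescence signal; in these data hits start at about 50%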
RAD52 anneal inh – blocks human RAD52 DNA annealing; P43351; recombinant RAD52 DNA annealing, FRET fluorescence; inhibition, % at 18.7 µM; 360,000 tested, 0.46% active; AID 651710;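 active = every replicate showing at least 50% inhibition; inconclusive = mean inhibition at least 50% but not in every replicate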
Target sequence (P43351 whole entry, looked up): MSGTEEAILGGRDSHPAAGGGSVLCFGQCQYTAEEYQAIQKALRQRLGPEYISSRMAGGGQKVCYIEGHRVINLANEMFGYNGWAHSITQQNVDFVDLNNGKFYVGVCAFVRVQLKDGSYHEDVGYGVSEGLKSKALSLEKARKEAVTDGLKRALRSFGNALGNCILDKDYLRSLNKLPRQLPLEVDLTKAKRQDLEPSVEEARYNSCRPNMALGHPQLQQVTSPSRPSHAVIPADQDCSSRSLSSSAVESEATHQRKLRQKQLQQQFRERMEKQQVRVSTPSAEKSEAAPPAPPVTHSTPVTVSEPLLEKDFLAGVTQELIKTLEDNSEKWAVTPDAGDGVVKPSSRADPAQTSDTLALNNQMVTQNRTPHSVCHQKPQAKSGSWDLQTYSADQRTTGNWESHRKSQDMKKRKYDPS
PglD DTNB – PglD (C. jejuni) enzyme inhibition | inhibition, % at 12.5 µM | purified PglD enzyme, DTNB colorimetric CoA detection | 360,000 tested, 0.098% active; in the data active = inhibition above about 16%, passing the limit was not always enough; inconclusive = no clear call, values can overlap the other calls; also: strong numbers were not always called active
The depositor's hits bear a star; [ ] = remark or other dose.

What do the screens show for `Cc1ccc(Nc2c([N+](=O)[O-])c(=O)n(C)c3ccccc23)cc1C`?
PGC1a acetyl inh: -34; ERAP1 HTS inh: 0; miR-122 sensor: 10; Cneo AK release: 0; RAD54 inh: 8; RAD52 anneal inh: -9; PglD DTNB: -2

What do the screens show for `Cc1cccc(OCC(=O)NNC(=O)C2CCCCC2C(=O)O)c1` (stereo not drawn)?
PGC1a acetyl inh: 3; ERAP1 HTS inh: -2; miR-122 sensor: -7; E-selectin induc: 0.6; Cneo AK release: 2; RAD54 inh: 0; RAD52 anneal inh: -16; PglD DTNB: 1

How did O=C(C[C@@H]1C/C=C\C[C@H](NC(=O)OCC2c3ccccc3-c3ccccc32)C(=O)O[C@H](c2ccccc2)CNC1=O)NCCO do in these assays?
PGC1a acetyl inh: 3; ERAP1 HTS inh: 1; miR-122 sensor: 3; E-selectin induc: 0.7; Cneo AK release: -2; RAD54 inh: 2; RAD52 anneal inh: -5; PglD DTNB: -2

Results for CCOC(=O)C1=C(O)C(=O)N(c2ccccc2)C1c1cccc([N+](=O)[O-])c1 (stereo not drawn) ?
PGC1a acetyl inh: -1; ERAP1 HTS inh: -1; miR-122 sensor: -3; Cneo AK release: -2; RAD54 inh: -5; RAD52 anneal inh: -10; PglD DTNB: 4

What do the screens show for `COc1cc(OC)c(Cl)cc1N`?
PGC1a acetyl inh: -39; miR-122 sensor: -2; Cneo AK release: 5; RAD54 inh: 5; PglD DTNB: -5

What do the screens show for `CCOC(=O)c1c(C)n(C)c2ccc(OCC(O)CN3CCC(C)CC3)cc12` (stereo not drawn)?
PGC1a acetyl inh: -11; miR-122 sensor: -3; Cneo AK release: 0; RAD54 inh: inconclusive; RAD52 anneal inh: 26; PglD DTNB: -2

How did CC(=O)Nc1ccc(NC(=O)/C(Cl)=C/c2ccccc2)cc1 do in these assays?
PGC1a acetyl inh: 7; miR-122 sensor: 5; Cneo AK release: -7; RAD54 inh: -8; PglD DTNB: -6

What do the screens show for `CC(=O)c1cccc(NC(=O)C2CCN(S(=O)(=O)c3cccs3)CC2)c1`?
PGC1a acetyl inh: 0; miR-122 sensor: -3; Cneo AK release: -1; RAD54 inh: -21; PglD DTNB: 2

How did O=C(CC(C(=O)c1ccccc1)c1ccccc1)c1ccccc1 (stereo not drawn) do in these assays?
ERAP1 HTS inh: 4; miR-122 sensor: 4; E-selectin induc: -0.4; RAD52 anneal inh: -11

How did O=C(CSc1nc2c(c(=O)[nH]1)CCC2)Nc1cccc(F)c1 do in these assays?
PGC1a acetyl inh: 18; ERAP1 HTS inh: -6; miR-122 sensor: -8; E-selectin induc: 0.0; Cneo AK release: 3; RAD54 inh: 4; RAD52 anneal inh: -10; PglD DTNB: -1

How did COc1ccc(C(=O)NC2CCCCCC2)cc1S(=O)(=O)N1CCOCC1 do in these assays?
PGC1a acetyl inh: 2; ERAP1 HTS inh: 2; miR-122 sensor: 3; E-selectin induc: 0.8; Cneo AK release: 12; RAD54 inh: -23; RAD52 anneal inh: -5; PglD DTNB: 2

Results for O=C(c1ccc(N2CCNCC2)cc1)c1cccnc1 ?
PGC1a acetyl inh: 17; miR-122 sensor: 1; Cneo AK release: -4; RAD54 inh: 1; PglD DTNB: 4

How did CCCCN1C(=O)/C(=C(/C#N)C(N)=O)c2ccccc21 do in these assays?
miR-122 sensor: 51; E-selectin induc: -1.1; Cneo AK release: 0; RAD54 inh: -10; PglD DTNB: 5

How did CC1CN/C(=C\C(=O)c2ccc(Cl)cc2)C(=O)N1 (stereo not drawn) do in these assays?
PGC1a acetyl inh: 9; miR-122 sensor: -3; Cneo AK release: -4; RAD54 inh: -2; PglD DTNB: -7

How did Cc1cccc(NC(=O)[C@@H](NC(=O)[C@@H]2Cc3ccccc3CN2)C(C)C)c1 do in these assays?
PGC1a acetyl inh: -6; ERAP1 HTS inh: 1; miR-122 sensor: 1; Cneo AK release: 1; RAD54 inh: -1; RAD52 anneal inh: -10; PglD DTNB: 1

How did Cn1cnc(CCNC(=O)C[C@@H]2CC[C@H]3[C@@H](COC[C@H](O)CN3C(=O)Nc3ccccc3)O2)c1 do in these assays?
PGC1a acetyl inh: 9; ERAP1 HTS inh: 2; miR-122 sensor: -4[16.7 µM]; E-selectin induc: 0.0; Cneo AK release: -3; RAD54 inh: 2; RAD52 anneal inh: -5; PglD DTNB: 0

What do the screens show for `CCOC(=O)C1=CCC(c2ccc(F)cc2)N(S(=O)(=O)c2ccc(C)cc2)C1` (stereo not drawn)?
PGC1a acetyl inh: -35; ERAP1 HTS inh: -3; miR-122 sensor: 10; E-selectin induc: 2.5; Cneo AK release: 1; RAD54 inh: -1; RAD52 anneal inh: 3; PglD DTNB: -5

Results for COc1ccc(OC)c(NC(=O)CN2C(=O)CSc3ccc(S(=O)(=O)N4CCCC4)cc32)c1 ?
ERAP1 HTS inh: 0; Cneo AK release: -2; RAD54 inh: 8; RAD52 anneal inh: 5; PglD DTNB: -3

Results for Cc1ccc(CN2CCN(C/C=C/c3ccc(F)cc3)CC2CCO)o1 (stereo not drawn) ?
PGC1a acetyl inh: 0; ERAP1 HTS inh: -2; miR-122 sensor: 18; E-selectin induc: 4.1; Cneo AK release: 0; RAD54 inh: 0; RAD52 anneal inh: -15; PglD DTNB: -4

Results for Cc1ccc(C(=O)C[n+]2cccc(C(N)=O)c2)cc1 ?
PGC1a acetyl inh: 10; ERAP1 HTS inh: 1; miR-122 sensor: 0; Cneo AK release: 3; RAD54 inh: -5; RAD52 anneal inh: -4; PglD DTNB: 1

Results for CCC(C)(C)NC(=O)CCCSc1nc2ccccc2[nH]1 ?
PGC1a acetyl inh: 5; ERAP1 HTS inh: 1; miR-122 sensor: -2; Cneo AK release: -7; RAD54 inh: 1; RAD52 anneal inh: 0; PglD DTNB: 2

What do the screens show for `S=C(N/N=C/c1ccccc1)N1CCOCC1`?
PGC1a acetyl inh: -7; miR-122 sensor: -13; Cneo AK release: -11; RAD54 inh: 1; PglD DTNB: 3

Results for CO/N=C/c1ccc(N2CCN(C(=O)c3ccc(C)cc3)CC2)c([N+](=O)[O-])c1 ?
PGC1a acetyl inh: -9; miR-122 sensor: -12; Cneo AK release: 2; RAD54 inh: 8; PglD DTNB: -3

How did Cc1ccc2nc(NC(=O)c3ccc(S(=O)(=O)N4CCCc5ccccc54)cc3)sc2c1 do in these assays?
E-selectin induc: 0.3; Cneo AK release: -2; RAD54 inh: 3; PglD DTNB: 7

Reprinted from the part before: 2 entries; new compounds follow.
Results for CO/N=C/c1ccc(N2CCN(C(=O)c3ccc(C)cc3)CC2)c([N+](=O)[O-])c1 ?
PGC1a acetyl inh: -9; miR-122 sensor: -12; Cneo AK release: 2; RAD54 inh: 8; PglD DTNB: -3

How did Cc1ccc2nc(NC(=O)c3ccc(S(=O)(=O)N4CCCc5ccccc54)cc3)sc2c1 do in these assays?
E-selectin induc: 0.3; Cneo AK release: -2; RAD54 inh: 3; PglD DTNB: 7

What do the screens show for `C/C=C/c1cnc2c(c1)C(=O)N([C@H](C)CO)C[C@H](C)[C@H](CN(C)C(=O)c1cccc(F)c1)O2`?
PGC1a acetyl inh: -3; ERAP1 HTS inh: -1; E-selectin induc: 0.0; Cneo AK release: 1; RAD54 inh: 5; RAD52 anneal inh: -8; PglD DTNB: 0

How did C[C@@H]1CN([C@H](C)CO)C(=O)Cc2cc(N(C)C)ccc2O[C@H]1CN(C)Cc1ccc(-c2ccccc2)cc1 do in these assays?
PGC1a acetyl inh: -2; ERAP1 HTS inh: 8; miR-122 sensor: 0[16.7 µM]; E-selectin induc: -0.1; Cneo AK release: 0; RAD54 inh: -4; RAD52 anneal inh: -7; PglD DTNB: 1

How did CC(NC(=O)C1(C)CC1(Br)Br)C(C)(C)C (stereo not drawn) do in these assays?
PGC1a acetyl inh: -2; miR-122 sensor: 3; Cneo AK release: -1; RAD54 inh: -8; PglD DTNB: 5

What do the screens show for `CC(Sc1nnc(C2CC2)n1C1CC1)C(=O)N(C)C1(C#N)CCCCC1` (stereo not drawn)?
PGC1a acetyl inh: -3; ERAP1 HTS inh: 0; miR-122 sensor: 4; E-selectin induc: 0.0; Cneo AK release: -1; RAD54 inh: -3; RAD52 anneal inh: -3; PglD DTNB: 6

Results for O=C(CSc1nccc(=O)[nH]1)Nc1ccc(S(=O)(=O)N2CCOCC2)cc1 ?
PGC1a acetyl inh: 9; ERAP1 HTS inh: 0; miR-122 sensor: -3; Cneo AK release: -1; RAD54 inh: -4; RAD52 anneal inh: -10; PglD DTNB: -1

What do the screens show for `COc1ccc(NC(=O)Nc2ccc3c(c2)C(=O)N([C@@H](C)CO)C[C@@H](C)[C@H](CN(C)CC2CCCCC2)OCCCC[C@@H](C)O3)cc1`?
PGC1a acetyl inh: 2; ERAP1 HTS inh: -14; miR-122 sensor: -6[16.7 µM]; E-selectin induc: -0.1; Cneo AK release: 2; RAD54 inh: 13; RAD52 anneal inh: 10; PglD DTNB: -4

What do the screens show for `O=C(Nc1ccc2c(c1)[C@@H]1C[C@H](CC(=O)N3CCOCC3)O[C@H](CO)[C@@H]1O2)c1ccc2c(c1)OCO2`?
PGC1a acetyl inh: -2; miR-122 sensor: -4[16.7 µM]; E-selectin induc: -0.5; Cneo AK release: -49; RAD54 inh: 0; PglD DTNB: -1

How did O=C(NC1CC1)c1ccc(NC(=O)C2CCC2)cc1 do in these assays?
PGC1a acetyl inh: -4; ERAP1 HTS inh: -1; miR-122 sensor: 3; Cneo AK release: 3; RAD54 inh: -1; RAD52 anneal inh: -14; PglD DTNB: 1

Results for O=C(NCc1ccccc1OC(F)(F)F)C1CCC(=O)N(Cc2cccc(F)c2)C1 (stereo not drawn) ?
PGC1a acetyl inh: 4; ERAP1 HTS inh: 1; miR-122 sensor: -9; E-selectin induc: 0.0; Cneo AK release: 1; RAD54 inh: -7; RAD52 anneal inh: -18; PglD DTNB: -5

What do the screens show for `O=C(C[C@H]1CC[C@H](NS(=O)(=O)c2ccc(F)cc2)[C@H](CO)O1)N1CCc2ccccc2C1`?
PGC1a acetyl inh: 4; ERAP1 HTS inh: -3; E-selectin induc: 0.6; Cneo AK release: 0; RAD54 inh: -1; RAD52 anneal inh: -2; PglD DTNB: 0

How did CC(C)NC(=O)N[C@@H]1CC[C@H](CC(=O)O)O[C@H]1CO do in these assays?
PGC1a acetyl inh: 14; ERAP1 HTS inh: -1; miR-122 sensor: 8[16.7 µM]; E-selectin induc: -0.2; Cneo AK release: -1; RAD54 inh: 4; RAD52 anneal inh: -5; PglD DTNB: 3

Results for CCC(C)[C@H](NC(=O)N1CC(=O)Nc2ccccc21)C(=O)N1CCC[C@H]1C(=O)O (stereo partly drawn) ?
PGC1a acetyl inh: -16; miR-122 sensor: -8; Cneo AK release: 2; RAD54 inh: -11; RAD52 anneal inh: -8; PglD DTNB: -1

What do the screens show for `Cc1nn(C)cc1C(C)NC(=O)c1cc(COc2cccc3cnccc23)on1` (stereo not drawn)?
ERAP1 HTS inh: 0; miR-122 sensor: -4; E-selectin induc: -0.3; Cneo AK release: 0; RAD54 inh: 0; RAD52 anneal inh: -20; PglD DTNB: -1

How did COC(=O)c1[nH]c2ccc(Cl)cc2c1NC(=O)Oc1ccccc1 do in these assays?
PGC1a acetyl inh: 11; miR-122 sensor: 0; Cneo AK release: 0; RAD54 inh: 6; PglD DTNB: -4

Results for COc1ccc(C(=O)NC2CC(C)(C)Cc3c2cnn3-c2ccccc2)cc1OC (stereo not drawn) ?
PGC1a acetyl inh: 15; ERAP1 HTS inh: 1; miR-122 sensor: 0; E-selectin induc: -0.9; Cneo AK release: -3; RAD54 inh: 3; RAD52 anneal inh: -10; PglD DTNB: -3
